Keap1-Nrf2 PPI – Keap1-Nrf2 protein-protein interaction inhibitors, primary screen, biochemical, fluorescence polarization, single point; 0.15% of 340,000 active; Keap1 Kelch-Nrf2 peptide fluorescence polarization, 1536-well; Kelch-like ECH-associated protein 1 (Homo sapiens), Q14145; inhibition, % at 9.4 µM; in the data active = inhibition above about 12%;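 note: human Keap1 Kelch domain with fluorescein labeled Nrf2 9mer peptide probe; 0% = neutral control wells and 100% = peptide positive control; higher means more block of Keap1 binding to Nrf2 peptide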
CAL PDZ FP – untagged CAL PDZ binding inhibitors, primary screen, biochemical, fluorescence polarization, HTS. Golgi-associated PDZ and coiled-coil motif-containing protein (Homo sapiens), Q9HD26. 0.92% of 300,000 active. AID 602252, 2012. inhibition, % at 24.9 µM. purified CAL PDZ, TMR-peptide fluorescence polarization, 1 h;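 active = mean inhibition of at least 30% with at least half of replicates also reaching 30%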;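 note: 0% = DMSO neutral control and 100% = excess unlabeled competitor peptide PRC23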
OPRM1-OPRD1 inv – inverse agonists of MOR-DOR heterodimerization, primary screen, cell-based, luminescence; Mu-type opioid receptor (Homo sapiens) + Delta-type opioid receptor (Homo sapiens), …; cell-based MOR-DOR heterodimer luminescence, inverse agonism; inhibition, % at 9.3 µM; 0.21% of 340,000 active; in the data active = inhibition above about 22%, passing the limit was not always enough;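 note: 0% = cells with DMSO and 100% = wells without cells with DMSO; values of inactives mirror those of a sister screen read the other way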
Target sequence (P35372 whole entry, looked up): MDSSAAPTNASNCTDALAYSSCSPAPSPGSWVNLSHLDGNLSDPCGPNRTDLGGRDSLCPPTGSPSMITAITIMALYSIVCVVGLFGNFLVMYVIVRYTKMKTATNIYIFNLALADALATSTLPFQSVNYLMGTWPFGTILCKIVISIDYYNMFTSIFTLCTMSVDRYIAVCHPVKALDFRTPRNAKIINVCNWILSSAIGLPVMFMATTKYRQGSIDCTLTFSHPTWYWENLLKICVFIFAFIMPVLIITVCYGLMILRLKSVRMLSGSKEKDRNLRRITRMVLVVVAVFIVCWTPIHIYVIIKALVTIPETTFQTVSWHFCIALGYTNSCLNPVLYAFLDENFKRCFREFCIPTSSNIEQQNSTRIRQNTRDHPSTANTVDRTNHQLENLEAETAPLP
Target sequence (P41143 whole entry, looked up): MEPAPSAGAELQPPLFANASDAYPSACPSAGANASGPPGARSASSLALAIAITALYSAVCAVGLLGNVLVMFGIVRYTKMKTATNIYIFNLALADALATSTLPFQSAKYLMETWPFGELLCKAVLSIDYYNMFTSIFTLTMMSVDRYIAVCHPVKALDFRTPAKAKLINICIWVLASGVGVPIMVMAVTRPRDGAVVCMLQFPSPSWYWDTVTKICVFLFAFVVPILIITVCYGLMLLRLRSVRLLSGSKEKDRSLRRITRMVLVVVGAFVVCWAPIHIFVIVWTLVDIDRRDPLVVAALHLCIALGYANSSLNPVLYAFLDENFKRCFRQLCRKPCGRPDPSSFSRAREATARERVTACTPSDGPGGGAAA
MOR-DOR ag – agonists of OPRM1-OPRD1 heterodimerization, primary screen, cell-based, luminescence. Mu-type opioid receptor (Homo sapiens) + Delta-type opioid receptor (Homo sapiens), …. cells. activation, % at 9.3 µM. 0.3% of 340,000 active. AID 504326, 2011; in the data active = activation above about 18%;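 note: 0% = vehicle-treated cells and 100% = reference agonist; values of inactives mirror those of a sister screen read the other way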
V-ATPase pHluor – regulators of yeast V-ATPase proton pumping, primary screen, pHLuorin cytosolic pH fluorescence. S. cerevisiae. response, % at 10 µM. 0.37% of 350,000 active. AID 504577, 2011; in the data active = response mostly above about 7.3%, no sharp cut-off; inactive = mostly below about 5.4%; note: actives read high; inactives centre near 0; some compounds called inactive have numbers as strong as hits; reference of the scale not given here
HTR5A inv ag – HTR5A inverse agonists in luminescence cell assay, primary screen, counter-screen for OPRM1-OPRD1 heterodimer inverse agonist project, full-deck HTS | inhibition, % at 9.3 µM | 5-hydroxytryptamine receptor 5A (Homo sapiens), P47898 | 0.083% of 340,000 active | HTR5A cell line, inverse agonism; in the data active = inhibition mostly above about 23%, no sharp cut-off; inactive = mostly below about 18%;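 note: 0% = cells with DMSO and 100% = no-cell wells with DMSO; some compounds called inactive have numbers as strong as hits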
Cardiac RTF inh – cardiac RTF calcium sensitivity inhibitors, primary screen, biochemical, IANBD-TnC fluorescence, EC70 calcium; Troponin I, cardiac muscle (Homo sapiens) + Troponin T, cardiac muscle (Homo sapiens) + …; IANBD-labeled cardiac RTF, Ca2+ fluorescence; inhibition, % at 7.15 µM; 0.12% of 340,000 active;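 active = inhibition above the mean inhibition of all tested compounds plus 3 SD, cut at about 17% in these data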;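 note: assay run at fixed EC70 calcium of 1.6 mM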
cardiac RTF act – cardiac RTF calcium sensitivity activators, primary screen, biochemical, IANBD-TnC fluorescence, EC20 calcium. activation, % at 7.2 µM. Troponin I, cardiac muscle (Homo sapiens) + Troponin T, cardiac muscle (Homo sapiens) + …. AID 493008, 2010. IANBD-labeled TnC RTF fluorescence at EC20 calcium; 0% EC20 calcium, 100% full calcium. 0.24% of 340,000 active;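 active = activation above the mean over all tested compounds plus 3 SD, cut at about 30% in these data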;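 note: rise in fluorescence read as greater calcium sensitivity of cardiac thin filaments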
HTR5A ag – HTR5A agonists in luminescence cell assay, primary screen, counter-screen for OPRM1-OPRD1 heterodimer agonist project, full-deck HTS. 5-hydroxytryptamine receptor 5A (Homo sapiens), P47898. cell-based. activation, % at 9.3 µM. 0.61% of 340,000 active. AID 504692, 2011; in the data active = activation mostly above about 9.5%, no sharp cut-off; inactive = mostly below about 7.6%;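 note: 0% = cells with vehicle only and 100% = reference agonist; strong numbers were not always called active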
C-LANA FP – inhibitors of KSHV C-LANA binding to DNA, primary screen, biochemical, fluorescence polarization, FAM-LBS DNA, MBP-C-LANA, single point. Kaposi's sarcoma herpesvirus LANA C-terminal domain (residues 932-1162) DNA binding. inhibition, % at 9 µM. 0.078% of 340,000 active;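 active = highest replicate inhibition at or above 60% at 9 µM, even if other replicates fall short; inactive = all replicates below 60% inhibition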;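 note: 0% = neutral control wells and 100% = 4 µM acridine orange control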
The depositor's hits bear a star; / = not tested or not shown.

cpd	SMILES	CAL PDZ FP	HTR5A inv ag	Cardiac RTF inh	MOR-DOR ag	V-ATPase pHluor
1	COc1ccc(C(=O)CN2CCN(S(=O)(=O)c3cccc([N+](=O)[O-])c3)CC2)cc1	-1	-7	11	3.7	1
2	COc1ccc(C2=Nn3c(nnc3-c3ccccc3C(F)(F)F)SC2)cc1OC1CCOC1 (stereo not drawn)	-10	-54	-12	-1.7	1
3	CCSc1nnc(NC(=O)/C=C/c2ccco2)s1	-7	13	4	-0.1	1
4	Cc1occc1C(=O)NNC(=O)CN1C(=O)NC(C)(c2ccccc2)C1=O (stereo not drawn)	-4	-4	-11	-3.5	2
5	CCCN(C(=O)COC(=O)CNS(=O)(=O)c1ccc(NC(C)=O)cc1)C1CCS(=O)(=O)C1 (stereo not drawn)	/	14	-7	-1.4	11
6	Cc1cc(=O)n2nc(N3CCC(C(=O)NCc4ccccc4Cl)CC3)sc2n1	5	-47	-4	-0.4	-3
7	O=C(NCc1ccccc1F)C(c1ccccc1)c1ccccc1	1	3	5	-1.5	3
8	O=[N+]([O-])c1cccc(-c2ccc3nnc(SCc4cccnc4)n3n2)c1	-2	-18	-5	-3.4	-1
9	Cc1ccccc1CN1C[C@@H]2C[C@@H](c3cn[nH]c3-c3ccccc3)N3CCC[C@@]23C1=O	-6	6	4	0.1	-3
10	C=C[C@@H]1c2cc(C)ccc2N(S(=O)(=O)c2ccc(C)cc2)[C@H](c2ccccc2)C1(C#N)S(=O)(=O)c1ccccc1 (stereo partly drawn)	-3	-24	11	-4.0	-2
11	NC(=O)CC(NC(=O)Cc1cccc2ccccc12)c1ccc(N2CCc3ccccc3C2)c([N+](=O)[O-])c1 (stereo not drawn)	-2	-15	7	-3.3	4
12	COc1ccc2oc(C(=O)OCC(=O)N3C(C)CCCC3C)c(C)c2c1 (stereo not drawn)	0	19	-1	-5.5	2
13	CC(C)(C)OC(=O)NNC1CC(=O)N(c2ccccc2F)C1=O (stereo not drawn)	1	-15	-15	2.0	-2
14	CC1CCN(c2nc3c(c(=O)[nH]c(=O)n3C)n2CCSc2ncccn2)CC1	1	-5	-3	-1.4	1
15	Fc1ccc(OCCCn2ccnc2)cc1	/	5	-2	-2.5	-4

cpd	OPRM1-OPRD1 inv	cardiac RTF act	Keap1-Nrf2 PPI	HTR5A ag	C-LANA FP
1	-27	5	0	2	0.1
2	10	-4	-1	20	2.1
3	0	2	3	2	0.2
4	18	2	-2	2	-0.9
5	8	-5	-2	-4	-0.8
6	2	-3	6	-3	0.6
7	7	-2	-5	-1	-0.7
8	18	3	-3	6	1.6
9	0	-1	-5	-2	4.1
10	18	9	-1	4	-0.8
11	19	1	-4	4	-3.2
12	18	-5	4	0	-1.1
13	-12	8	-7	6	-0.2
14	8	7	-3	3	-0.6
15	12	3	-6	1	0.7

(more compounds)
cpd	SMILES	CAL PDZ FP	HTR5A inv ag	Cardiac RTF inh	MOR-DOR ag	V-ATPase pHluor
16	CN(CC(=O)Nc1ccc(F)cc1)C(=O)CN1C(=O)c2ccccc2C1=O	/	-10	-3	-2.1	-6
17	COCC(O)CNc1ccccc1 (stereo not drawn)	-1	0	-11	-1.4	2
18	COc1ccc(N2CC(C(=O)OCC(=O)Nc3ccccc3C)CC2=O)cc1 (stereo not drawn)	-2	-11	5	-1.7	-3
19	O=C(CSc1nnc(CNC(=O)c2c(F)cccc2Cl)o1)NCCc1ccccc1	-7	13	-1	-2.5	0
20	COc1ccccc1CC(=O)O/N=C(\N)c1ccccn1	-5	-18	1	-2.5	8
21	CCNC(=S)Nc1ccc(Cl)c([N+](=O)[O-])c1	1	0	0	-1.1	4
22	O=C(NS(=O)(=O)c1ccc2c(c1)OCCO2)c1ccccc1	0	-10	-5	0.2	-1
23	CCn1cc(C(=O)NCC2CCCO2)c(=O)c2cc(S(=O)(=O)N3CCCCC3)ccc21 (stereo not drawn)	3	9	-4	-2.0	1
24	C=CCn1c(SCc2nc(N)nc(N3CCCCC3)n2)nnc1-c1ccco1	-1	8	-5	-4.2	-1
25	COc1ccc([C@@H]2CC(=O)c3c(O)cc(O[C@@H]4OC(CO[C@@H]5OC(C)[C@H](O)[C@@H](O)[C@H]5O)[C@@H](O)[C@H](O)[C@H]4O)cc3O2)cc1O (stereo partly drawn)	4	-17	1	0.2	1
26	CC1CC(C)(C)NC(=S)N1CCCC(=O)NCc1ccccc1 (stereo not drawn)	9	-5	11	-1.7	2
27	Cc1ccc(S(=O)(=O)N(C)C)cc1NC(=O)CSc1ncc(C(F)(F)F)cc1Cl	-5	-10	-8	2.1	4
28	Cc1ccn2cc(-c3cccc(S(=O)(=O)N4CC(C)OC(C)C4)c3)nc2c1 (stereo not drawn)	-9	0	-1	0.0	2
29	O=C(CSc1nc2[nH]ncc2c(=O)n1-c1ccccc1)NCc1cccs1	-3	-13	-6	-3.8	-5
30	O=C(c1ccccc1)N1CCN(c2ncnc3sc4c(c23)CCC4)CC1	-1	-17	1	-0.9	1

cpd	OPRM1-OPRD1 inv	cardiac RTF act	Keap1-Nrf2 PPI	HTR5A ag	C-LANA FP
16	11	-6	-2	3	0.2
17	7	0	1	-7	-0.6
18	11	-7	2	-5	0.0
19	13	-8	-4	0	0.6
20	13	3	-6	2	1.1
21	5	-4	1	-1	-2.4
22	-1	3	-1	-3	1.3
23	10	4	1	-1	-1.0
24	19	6	-4	-4	-0.5
25	-1	10	-6	3	0.8
26	9	8	-7	2	0.0
27	-12	-5	3	4	3.9
28	0	-4	-1	0	-0.2
29	17	-1	-4	5	-1.5
30	5	7	-4	0	-2.3

The listing continues.
cpd	SMILES	CAL PDZ FP	HTR5A inv ag	Cardiac RTF inh	MOR-DOR ag	V-ATPase pHluor
31	COc1ccc(NC(=O)C2CCCO2)cc1Cl (stereo not drawn)	-6	-10	0	-1.9	-3
32	CCOCCCN(C(=O)c1snc(C(N)=O)c1N)C(C(=O)NC1CCCC1)c1ccc(OC)cc1 (stereo not drawn)	0	-16	-14	-1.4	-1
33	COc1ccc(NC(=O)CCCC(=O)OCC(=O)c2cccc(OC)c2)cc1	1	-11	0	-2.2	-1
34	COc1cccc(C(=O)C[n+]2ccccc2/C=N/O)c1	-1	24	-15	-2.3	13
35	Cc1nn(-c2ccccc2)c2sc(C(=O)N(CC(=O)NC(C)(C)C)Cc3ccco3)cc12	-1	-7	-2	-1.2	0
36	Cc1ccc(NC2=NC3(CCCCC3)N=C(N)N2)c(C)c1	0	5	-3	-2.9	0
37	CCSc1ccc2nnc(-c3cccc(F)c3)n2n1	/	0	-1	-2.2	-3
38	Cc1cccc2cncc(OCc3nnc(SC(F)F)n3C)c12	3	/	/	/	-1
39	CCCC(=O)Nc1nn(C)c2nc3ccc(C)cc3cc12	-2	11	-8	-1.6	-1
40	CCCc1c(NC(=O)Nc2ccc(F)cc2)cnn1-c1ccccc1	18	-17	-3	-2.0	-3
41	CC(C)(C)C(C(=O)Oc1ccccc1)c1ccccc1 (stereo not drawn)	0	2	0	8.4	-4
42	COC(=O)c1sc(NC(=O)c2ccc3c(c2)OCO3)c(C#N)c1C	/	-5	12	-2.6	-1
43	C=CCN(CC=C)S(=O)(=O)c1ccc(NC(=O)COc2ccccc2OC)cc1	-4	-9	-3	-2.3	1
44	O=C1c2ccccc2C(O)N1Cc1ccco1 (stereo not drawn)	/	-4	-6	-0.9	4
45	O=C1CSC(c2ccccc2)N1Cc1ccccn1 (stereo not drawn)	-4	4	-5	-1.1	-1

cpd	OPRM1-OPRD1 inv	cardiac RTF act	Keap1-Nrf2 PPI	HTR5A ag	C-LANA FP
31	11	-3	-4	-4	-1.1
32	7	1	-3	0	1.8
33	11	-2	-1	-2	-1.8
34	12	-2	-6	-9	0.7
35	5	-1	-4	7	3.4
36	14	0	3	-4	2.1
37	12	-5	2	0	-1.3
38	/	/	0	/	-0.8
39	9	5	6	-3	1.3
40	11	3	-3	-2	-0.3
41	-48	-9	5	-2	0.1
42	14	4	-4	1	-2.2
43	13	-3	-1	3	1.3
44	5	-2	1	7	0.5
45	5	8	2	-1	-2.9

From PubChem BioAssay
